Screening data as filed in PubChem.
MrgX1 agonist: agonists of human MrgX1 receptor, primary screen, HEK293 cells, Fluo-4 calcium flux. Mas-related G-protein coupled receptor member X1 (Homo sapiens), Q96LB2. B-score at 10 µM. 0.44% of 310,000 active. Fluo-4 calcium fluorescence, agonist mode; active compounds read high;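 active = calcium response B-score plate-corrected fluorescence ratio at least 3 library SD, with starting fluorescence B-score inside 5 SD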
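Assay system: MrgX1-expressing HEK293 cells / Amount: fifteen thousand cells per well / Doses: test compound in the initial addition of three / Timing: cells plated overnight, dye loaded 0.5 h 37 °C, 0.5 h room temperature / Technique: kinetic calcium dye fluorescence, Fluo-4 NW / Control set: positive and negative controls per plate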
KCNK9 inh: KCNK9 potassium channel inhibitors, primary screen, HEK293 cells, thallium flux. Potassium channel subfamily K member 9 (Homo sapiens), Q9NPC2. FluxOR thallium flux fluorescence; active compounds read low. B-score at 10 µM. 1.2% of 310,000 active;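 active = ratio B-score over 3 SD below the library mean, with starting fluorescence within 5 SD of its mean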;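 note: negative B-score means less thallium flux so channel inhibition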
hERG protect: hERG rescue from dofetilide block, primary screen, cell-based, CHO-hERG, FluxOR thallium flux, dofetilide IC70. Voltage-gated inwardly rectifying potassium channel KCNH2 (Homo sapiens), Q12809. dofetilide IC70 present. activation (rescue from dofetilide block), less the hit threshold, % at 10 µM. 0.51% of 310,000 active;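 active = activation above the mean of controls blocked by dofetilide plus 5 SD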;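 note: thallium influx through hERG after potassium depolarization seen as dye fluorescence rise; in these data hits start at about 4.7%; inactives centre near -7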
Target sequence (Q12809 whole entry, looked up): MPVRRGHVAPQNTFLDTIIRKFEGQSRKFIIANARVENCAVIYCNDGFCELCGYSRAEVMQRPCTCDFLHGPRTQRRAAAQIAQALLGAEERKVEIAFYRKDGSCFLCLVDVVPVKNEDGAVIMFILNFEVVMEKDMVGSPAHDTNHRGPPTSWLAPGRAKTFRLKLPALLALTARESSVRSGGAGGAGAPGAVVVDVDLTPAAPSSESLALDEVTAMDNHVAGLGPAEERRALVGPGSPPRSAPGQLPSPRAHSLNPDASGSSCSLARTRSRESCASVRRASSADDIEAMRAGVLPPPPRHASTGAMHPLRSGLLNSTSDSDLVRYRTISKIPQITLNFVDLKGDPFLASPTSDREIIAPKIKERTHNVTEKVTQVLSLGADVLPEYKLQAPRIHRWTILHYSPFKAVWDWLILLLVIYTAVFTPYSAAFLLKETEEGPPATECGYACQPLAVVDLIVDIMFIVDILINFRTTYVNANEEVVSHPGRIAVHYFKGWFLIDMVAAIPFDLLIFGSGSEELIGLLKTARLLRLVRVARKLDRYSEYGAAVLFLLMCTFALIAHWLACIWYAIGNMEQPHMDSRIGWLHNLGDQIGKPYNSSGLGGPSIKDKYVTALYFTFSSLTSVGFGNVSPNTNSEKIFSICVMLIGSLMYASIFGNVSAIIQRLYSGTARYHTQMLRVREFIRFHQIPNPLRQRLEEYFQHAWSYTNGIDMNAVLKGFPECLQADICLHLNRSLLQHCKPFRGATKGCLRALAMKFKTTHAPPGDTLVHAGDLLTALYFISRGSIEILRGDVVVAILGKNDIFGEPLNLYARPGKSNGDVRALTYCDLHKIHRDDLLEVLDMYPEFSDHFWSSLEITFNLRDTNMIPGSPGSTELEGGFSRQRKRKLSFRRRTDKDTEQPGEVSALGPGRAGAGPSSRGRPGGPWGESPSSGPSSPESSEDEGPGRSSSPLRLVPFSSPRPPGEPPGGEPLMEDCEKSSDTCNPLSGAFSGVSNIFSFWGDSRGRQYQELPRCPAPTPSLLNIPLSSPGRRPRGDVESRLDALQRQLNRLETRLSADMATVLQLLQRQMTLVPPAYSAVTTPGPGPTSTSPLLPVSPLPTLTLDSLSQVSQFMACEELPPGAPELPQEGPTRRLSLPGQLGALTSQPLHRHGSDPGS
RGS4 pot: RGS4 potentiators or activators, primary screen, cell-based, HEK293 M3R inducible RGS4, calcium flux; carbachol calcium flux Fluo4; active compounds read low; B-score at 10 µM; 0.92% of 310,000 active;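 active = B-score of the integrated calcium signal more than 4 SD below the library mean, with starting fluorescence not abnormally high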;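 note: negative B-score means reduced calcium response which marks RGS4 activation or potentiation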
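Assay system: HEK293 FlpIn-TREx cells, stable M3R, doxycycline-inducible RGS4 / Probe or stimulus: carbachol, ECmax concentration / Times: overnight RGS4 induction, 30 min dye load 37 °C, 20 min compound RT / Signal: kinetic calcium fluorescence imaging with Fluo4-AM dye, 2 µM / Measure: Agonist-evoked peak-minus-minimum fluorescence over baseline, integrated ratio, B score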
RGS4 inh: RGS4 inhibitors, primary screen, cell-based, HEK293 M3R inducible RGS4, calcium flux; Regulator of G-protein signaling 4 (Homo sapiens), P49798; Fluo-4 calcium flux; active compounds read high; triggered by carbachol at its EC20; 0.45% of 310,000 active; AID 463165, 2010; B-score at 10 µM;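 active = B-score, a plate-corrected calcium signal, over three deviations above library mean, with baseline fluorescence within five deviations of library mean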;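 note: RGS4 expression induced by doxycycline in cells with stable M3 receptor; B-score is computed from the integrated fluorescence ratio over baseline after carbachol; higher B-score means a larger calcium signal and so more RGS4 inhibition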
TMEM16A inh: TMEM16A chloride channel inhibitors, primary screen, cell-based, HTS. Anoctamin-1 (Mus musculus), Q8BHY3. 1.2% of 310,000 active. AID 588511, 2011. normalized B-score (activity score, 25-100; higher = stronger inhibition) at 10 µM. HEK293 TMEM16A/YFP iodide influx fluorescence, ionomycin;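 active = ratio plate-corrected score three or more library SD toward inhibition, starting fluorescence score within five deviations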;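 note: score derived from kinetic fluorescence span divided by baseline fluorescence per well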
MrgX1 allo act: positive allosteric modulators of MrgX1, primary screen, HEK293 cells, Fluo-4 calcium flux | Mas-related G-protein coupled receptor member X1 (Homo sapiens), Q96LB2 | FDSS; active compounds read high | B-score at 10 µM | 0.63% of 310,000 active;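 active = plate-corrected calcium response at least 3 library SD above typical, normal starting fluorescence, not activating the receptor alone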;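 note: compound read alongside a low EC10 to EC30 dose of BAM8-22 agonist; peak minus trough fluorescence over baseline measured at the second addition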
KCNK3 inh: human KCNK3 channel inhibitors, primary screen, CHO cells, FluxOR thallium flux, B-score | Potassium channel subfamily K member 3 (Homo sapiens), O14649 | FluxOR fluorescence; active compounds read low | B-score at 10 µM | 0.84% of 340,000 active | AID 602410, 2012;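 active = B-score under library mean minus 4 SD, starting fluorescence ratio at most library mean plus 5 SD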;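 note: more negative B-score means stronger inhibition of thallium flux through KCNK3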
KCNQ1 block: inhibitors of human KCNQ1 channel, primary screen, cell-based, thallium flux, high-throughput | Potassium voltage-gated channel subfamily KQT member 1 (Homo sapiens), P51787 | CHO-K1 KCNQ1, FluxOR thallium flux fluorescence; active compounds read high | B-score at 10 µM | 1.3% of 310,000 active;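 active = compounds whose thallium flux B-score, printed positive for inhibition, exceeds three library SD while starting fluorescence stays within three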;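 note: channel opened by potassium depolarization with thallium stimulus after 20 min compound exposure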
KCNQ1 pot: potentiators or activators of KCNQ1 channel, primary screen, cell-based, thallium flux, high-throughput; CHO-K1 KCNQ1, thallium flux FluxOR fluorescence; active compounds read high; 0.35% of 310,000 active; B-score at 10 µM; Potassium voltage-gated channel subfamily KQT member 1 (Homo sapiens), P51787;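 active = fluorescence ratio B-score, a plate-corrected score, at least three library SD, with initial intensity B-score within 5 SD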
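Doses: Single concentration per compound, DMSO matched to controls | Test system: KCNQ1-transfected CHO-K1 cells | Timing: 90 min dye loading and 20 min compound exposure, both at room temperature | Measured by: Kinetic FluxOR thallium fluorescence, 10-s 1-Hz baseline, 110-s post-stimulus read | Medium: Assay buffer with matched DMSO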
ANO1 activ: TMEM16A chloride channel activators or potentiators, primary screen, cell-based, HTS | HEK293 TMEM16A/YFP-H148Q/I152L, iodide quench fluorescence; active compounds read low | B-score at 10 µM | 0.3% of 340,000 active;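 active = fluorescence-ratio B-score plate-corrected deviation score at least 3 library SD below zero, with starting fluorescence score within 5 deviations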;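 note: channel opened by trigger with iodide after compound preincubation; score built on the fluorescence ratio of max minus min over baseline; more negative score means more quench and so TMEM16A activation or potentiation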
* marks the source's active call; other numbers are inactive results; i = inactive; nt = not tested or not shown.

SMILES	MrgX1 agonist	KCNK9 inh	hERG protect	RGS4 pot	RGS4 inh	TMEM16A inh	MrgX1 allo act	KCNK3 inh	KCNQ1 block	KCNQ1 pot	ANO1 activ
CCOc1ccc(S(=O)(=O)NCCC(=O)OC(C)C(=O)N2CCc3ccccc32)cc1 (centres undefined)	i	i	-13.7	i	i	i	i	i	i	i	i
Cc1nc2ccccn2c1C(=O)NN=C1C2CC3CC(C2)CC1C3	i	i	-7.9	i	i	i	i	i	i	i	i
Cc1ccc(S(=O)(=O)N2CCCOC2CNC(=O)C(=O)NCc2cccnc2)cc1 (centres undefined)	i	i	-1.4	i	i	i	i	i	i	i	i
O=C(NC1CC1)C1CCCN1C(=O)NC1CCCCC1 (centres undefined)	i	i	-6.2	i	i	i	i	i	i	i	i
CCCCOc1ccc(C(=O)NCC(=O)NCc2ccncc2)cc1	i	i	-6.8	i	i	i	i	i	i	i	i
CCOC(=O)c1c[nH]c(=S)n(-c2ccccc2)c1=O	i	i	-2.9	i	i	i	i	i	i	i	i
Cc1cc(S(=O)(=O)N2CCCC2)ccc1OCC(=O)NC1CCCC1	i	i	-5.0	i	i	i	i	i	i	i	i
NC(=O)C1CCN(C(=O)/C=C/c2cccc(Br)c2)CC1	i	i	-5.6	i	i	i	i	i	i	i	i
CC1CCN(C(=O)COC(=O)CCc2c[nH]c3ccccc23)CC1	i	i	-3.7	i	i	i	i	i	i	i	i
CC1(C)CC(=O)C2=C(C1)OC(N)=C(C#N)C21CCN(C(=O)OCc2ccccc2)CC1	i	i	2.2	i	i	i	i	i	i	i	i
Cc1ccc(OCC(=O)Nc2nnc(S(=O)(=O)N3CCCCCC3)s2)cc1C	i	i	-3.8	i	i	i	i	i	i	i	i
Cc1ccc(C23OC(=O)C(C)(C)C2OC(=O)C3(C)C)cc1 (centres undefined)	i	i	-6.3	i	i	i	i	i	i	i	i
CCn1c2ccccc2c2cc(C3C(C#N)=C(C)NC(C)=C3C#N)ccc21	i	i	-1.5	i	i	i	i	i	i	i	i
CCOc1ccccc1N1CCN(S(=O)(=O)c2cccc3nsnc23)CC1	i	i	-9.7	i	i	i	i	i	i	i	i
CC(Oc1ccc2c(c1)oc(=O)c1ccccc12)C(=O)NCCCN1CCOCC1 (centres undefined)	i	i	-6.0	i	i	i	i	i	i	i	i
O=C(CCCN1C(=O)/C(=C/c2cccs2)SC1=S)Nc1cccnc1	i	i	-9.6	i	i	i	i	i	i	i	i
Cc1nc2ccc(-n3ccc(=O)cc3)cc2s1	i	i	-11.6	i	i	i	i	i	i	i	i
Cc1ccc(S(=O)(=O)N(C)CCCC(=O)NCc2ccc3c(c2)OCO3)cc1	i	i	-8.9	i	i	i	i	i	i	i	i
CS(=O)(=O)N(Cc1ccco1)CC(O)Cn1c2ccccc2c2ccccc21 (centres undefined)	i	i	-22.1	i	i	i	i	i	i	i	i
COc1ccc(NC(=O)Cc2ccc(-c3ccccc3)cc2)cn1	i	i	-12.7	i	i	i	i	i	i	i	i
O=C(c1ccc(Cl)c(S(=O)(=O)N2CCCC2)c1)N1CCN(c2ccccc2)CC1	i	i	-9.5	i	i	i	i	i	i	i	i
COc1ccc(OC)c(S(=O)(=O)NC(N)=NCCc2ccccc2)c1	i	i	-7.5	i	i	i	i	i	i	i	i
O=C(NCc1cc(C(F)(F)F)cc(C(F)(F)F)c1)C1CC(c2ccccc2C(F)(F)F)=NO1 (centres undefined)	i	i	-10.0	i	i	i	i	nt	i	i	nt
CC(C)(C)n1nnnc1C(c1ccccc1F)N1CCN(C(=O)c2ccco2)CC1 (centres undefined)	i	i	-5.8	i	i	i	i	i	i	i	i
O=C1NC2(CCCCC2)C(=O)N1Cc1ccc([N+](=O)[O-])cc1	i	i	-2.5	i	i	i	i	i	i	i	i
CC(C)(C)OC(=O)C(Cl)(C(=O)OC(C)(C)C)c1ccc2nnnn2n1	nt	i	1.6	i	i	nt	nt	i	i	i	i
Cc1ccc(N(CC(O)CN2CCOCC2)S(=O)(=O)c2ccc3ccccc3c2)cc1 (centres undefined)	i	i	-17.9	i	i	i	i	i	i	i	i
O=C(NCCC1CC1(Cl)Cl)Nc1ccccc1 (centres undefined)	i	i	-3.3	i	i	i	i	i	i	i	i
Cc1ccccc1OCCC(=O)OCC(=O)N(C)c1c(N)n(Cc2ccccc2)c(=O)[nH]c1=O	i	i	-7.6	i	i	i	i	i	i	i	i
NS(=O)(=O)c1ccc(CNC(=O)NC2(c3ccccc3)CC2)cc1	i	i	-11.0	i	i	i	i	i	i	i	i
CC(=O)n1c(C=Nc2ccccc2)c(O)c2ccccc21	i	i	-11.5	i	i	i	i	i	i	i	i
COC(=O)c1ccc(NC(=S)NNC(=O)CC(C)C)cc1	i	i	-6.4	i	i	i	i	i	i	i	i
CN(C)c1ccc(N=c2sc3ccccc3n2C)cc1	i	i	-1.3	i	i	i	i	i	i	i	i
Fc1cccc(F)c1/C=C/c1ccc2ccccc2n1	i	i	-8.1	i	i	i	i	i	i	i	i
O=C(CC1C(=O)NCCN1CC(c1ccccc1)c1ccccc1)NC1CC1 (centres undefined)	i	i	-6.7	i	i	i	i	i	i	i	i
CN1CCN(C(=S)NC(=O)c2ccccc2Cl)CC1	i	i	-5.6	i	i	i	i	i	i	i	i
CCCOC(=O)c1ccc(Oc2c(-c3ccc(OCC)cc3O)n[nH]c2C)cc1	i	i	-6.9	i	i	i	i	i	i	i	i
O=C1C(=O)c2ccc(-c3ccccc3)cc2-c2ccccc21	i	i	-13.1	i	i	i	i	i	i	i	i
O=C(NCCCCc1ccccc1)C1CC(c2ccccc2C(F)(F)F)=NO1 (centres undefined)	i	i	-4.1	i	i	i	i	i	i	i	i
CCN(CC(=O)NCc1ccc(F)cc1)Cc1nc2cc(Cl)ccc2c(=O)[nH]1	i	nt	nt	nt	nt	i	i	i	nt	nt	i
O=C(NCCCN1CCOCC1)c1ccc2c(c1)N(Cc1cccc(Cl)c1)C(=O)CS2	i	i	-11.4	i	i	i	i	i	i	i	i
COc1ccc(NC(=O)C2C3C=CC(C3)C2C(=O)NCc2ccco2)cc1 (centres undefined)	i	i	-11.9	i	i	i	i	i	i	i	i
O=C(NCCOc1ccccc1F)c1cc(F)c(F)cc1Cl	i	i	1.7	i	i	i	i	i	i	i	i
COc1ccc(Cn2nnnc2C(c2cccs2)N2CCCCCC2)cc1 (centres undefined)	i	i	-12.0	i	i	100*	i	i	i	i	i
CCCCC(=O)Nc1cnc(NC(=O)c2cccs2)cc1C	i	i	-7.3	i	i	i	i	i	i	i	i
COc1ccc(S(=O)(=O)CCC(=O)O)cc1	i	nt	nt	nt	nt	i	i	i	nt	nt	i
O=C(NCCc1ccccc1)c1cc(=O)c2ccccc2o1	i	i	-7.4	i	i	i	i	i	i	i	i
CN=c1scc(-c2cccs2)n1/N=C/c1ccc(O)c(O)c1O	i	i	-15.9	i	i	i	14.3*	i	i	i	i
CCCCCCNc1cc(C)oc(=O)c1C(C)=O	i	i	-6.2	i	i	i	i	i	i	i	i
COc1ccc(NC(=O)CCC(=O)c2cccs2)cc1Cl	i	i	-1.1	i	i	i	i	i	i	i	i

The list goes on.
SMILES	MrgX1 agonist	KCNK9 inh	hERG protect	RGS4 pot	RGS4 inh	TMEM16A inh	MrgX1 allo act	KCNK3 inh	KCNQ1 block	KCNQ1 pot	ANO1 activ
COc1cc2c(cc1OC)C1=NC(=O)CN1C(SCc1ccccc1C)=N2	i	i	-7.9	i	i	i	i	i	i	i	i
CCOC(=O)/C=C1/N(C)c2ccccc2C1(C)C	i	i	-10.3	i	i	i	i	i	i	i	i
Cn1c(CSc2ncccn2)nnc1SCC(=O)N1CCCCC1	i	i	-8.2	i	i	i	i	i	i	i	i
COc1ccccc1C(=O)Nc1ccccc1C(=O)Nc1ccccc1	i	i	-2.5	i	i	i	i	i	i	i	i
CC(=O)Nc1ccc(NC(=O)CSc2nnc3c4ccccc4n(C)c3n2)cc1	i	i	-2.7	i	i	i	i	i	i	i	i
COc1ccc(OC)c(NC(=O)NCc2cccnc2)c1	i	i	-5.0	i	i	i	i	i	i	i	i
Cc1nc(C)c(-c2nnc(-c3ccccc3Cl)o2)cc1C(=O)NN	i	i	-8.8	i	i	i	i	i	i	i	i
Cc1c(-c2ccco2)[n+](=O)c2c(n1[O-])CCC2	i	i	-5.8	i	i	i	i	i	i	i	i
Cc1cc(C(=O)C(C)Sc2cccc[n+]2[O-])c(C)n1-c1ccc(Cl)cc1 (centres undefined)	i	i	-3.5	i	i	i	i	i	i	i	i
C/C(=N\NC(=O)c1ccc(C)cc1)c1c(C)[nH]n(-c2ccccc2)c1=O	i	i	-10.5	i	i	i	i	i	i	i	i
COC(=O)CC1COc2ccccc2N1C(=O)c1cc(OC)c(OC)c(OC)c1 (centres undefined)	i	i	-4.9	i	i	i	i	i	i	i	i
COc1ccc(/C=C(\C#N)C(=O)NC(C)c2ccccc2)cc1O (centres undefined)	i	i	-12.4	i	i	i	i	i	i	i	i
O=C(Cc1c(O)c2ccccc2[nH]c1=O)NCc1ccccc1	i	i	0.1	i	i	i	i	i	i	i	i
